Growth percent in the NCI-60 one-dose screen (48 h, 10 µM unless noted): 100 = growth as untreated, 0 = no growth, -100 = all killed.
MDA-MB-468 – MDA-MB-468 breast cancer; AID 2202374; actives 8.5% (n = 78,000)
CCRF-CEM – CCRF-CEM leukemia. actives 7% (n = 77,000). AID 1794778
K-562 – K-562 leukemia; actives 7.4% (n = 78,000); AID 1794777
MOLT-4 – MOLT-4 leukemia cells. actives 6.9% (n = 80,000). AID 1794779
SR – SR leukemia cells | AID 1794780 | actives 8.7% (n = 73,000)
MDA-MB-435 – MDA-MB-435 melanoma | actives 7.8% (n = 82,000)
RPMI-8226 – RPMI-8226 leukemia cells; actives 7.5% (n = 77,000)
HOP-62 – HOP-62 NSCLC; AID 1794735; actives 3.9% (n = 80,000)
* = called active by the depositor; x = not tested or not shown; & = joins results of further samples; ! = not active in a repeat. The calls were made as follows: active = growth percent below 10; inactive = the rest.

SMILES	MDA-MB-468	CCRF-CEM	K-562	MOLT-4	SR	MDA-MB-435	RPMI-8226	HOP-62
O=C(CSc1nnnn1-c1ccccc1)c1cc2cc(Br)ccc2oc1=O	106	99	108	101	102	102	97	94
Cc1cc(O)c(C(C)C)cc1N=Cc1ccc(N(C)C)cc1	106	27	99	95	103	112	x	100
C/C=C(C)/C=N/NC(=O)C[N+](C)(C)C	x	68	110	116	119	96	94	105
O=c1[nH]c2ccccc2c2nc3ccccc3c(=O)n12	102	94	98	96	91	102	104	88
NC1=C(Cl)C(=O)c2ccccc2C1=O	37	46	57	56	46	-87*	56	62
N#Cc1c(N=Cc2ccccc2)n[nH]c1Nc1ccccc1	107	114	x	x	x	101	119	124
CCCC(C)(CC)C(=O)O (centres undefined)	88	120	101	112	110	92	106	x
O=c1[nH]cc(CN2CCOCC2)c(=O)[nH]1	116	95	109	93	91	116	x	105
O=C(OC1CCCCC1)C(=O)OC1CCCCC1	118	89	96	93	89	117	105	102
COc1ccc2cc([C@H](C)C(=O)N/N=C/c3ccc(C)cc3)ccc2c1	83	101	92	75	82	99	94	92
Cc1cccc(Cl)c1O	119	86	106	97	85	107	91	104
COc1cc(/C=C\c2cc(OC)c(OC)c(OC)c2)cc(N)c1OC	58	74	x	93	x	1.9*	90	80
O=C1C(Cl)C(c2ccccc2O)N1n1cnnc1 (centres undefined)	100	94	92	26	x	100	105	75
COc1ccc2c(c1)C(=O)/C(=C/c1cccc(OCC(=O)c3ccccc3)c1)CC2	x	x	33	53	11	41	x	101
O=C(NCCCCC(NC(=O)OCc1ccccc1)C(=O)O)OCc1ccccc1 (centres undefined)	110	104	93	111	121	111	109	110

Three entries from above, as comma-separated lines:
mol,MDA-MB-468,CCRF-CEM,K-562,MOLT-4,SR,MDA-MB-435,RPMI-8226,HOP-62
O=c1[nH]c2ccccc2c2nc3ccccc3c(=O)n12,102,94,98,96,91,102,104,88
NC1=C(Cl)C(=O)c2ccccc2C1=O,37,46,57,56,46,-87*,56,62
N#Cc1c(N=Cc2ccccc2)n[nH]c1Nc1ccccc1,107,114,x,x,x,101,119,124

The main list resumes; the 5 compounds before the break are reprinted first.
SMILES	MDA-MB-468	CCRF-CEM	K-562	MOLT-4	SR	MDA-MB-435	RPMI-8226	HOP-62
Cc1cccc(Cl)c1O	119	86	106	97	85	107	91	104
COc1cc(/C=C\c2cc(OC)c(OC)c(OC)c2)cc(N)c1OC	58	74	x	93	x	1.9*	90	80
O=C1C(Cl)C(c2ccccc2O)N1n1cnnc1 (centres undefined)	100	94	92	26	x	100	105	75
COc1ccc2c(c1)C(=O)/C(=C/c1cccc(OCC(=O)c3ccccc3)c1)CC2	x	x	33	53	11	41	x	101
O=C(NCCCCC(NC(=O)OCc1ccccc1)C(=O)O)OCc1ccccc1 (centres undefined)	110	104	93	111	121	111	109	110
CC(C)(C)NCC(O)c1cc(O)cc(O)c1 (centres undefined)	106	93	93	96	103	104	93	106
C=C1CC2(OC1=O)C(=O)N(C)c1ccc(I)cc12 (centres undefined)	-79*	x	-50*	-50*	x	-65*	-60*	59
Nc1ccc(S(=O)(=O)NCC2CCCCO2)cc1 (centres undefined)	102	91	106	98	97	97	117	94
O=c1/c(=C/c2ccc(Cl)cc2)sc2nc3ccccc3n12	101	108	102	108	103	101	113	95
CN1C(=S)N(C)C2C1NN=C1SC(c3ccccc3)=CC(=O)N12 (centres undefined)	63	91	57	90	65	74	94	109
Brc1ccc(Br)s1	120	100	113	99	116	111	119	99
CC1=CC(c2ccc(Cl)cc2)N2C=C(C)SC2=N1 (centres undefined)	94	104	119	109	90	102	104	111
O=c1oc2ccc(Br)cc2cc1-c1cs/c(=N/N=C\c2ccc(Br)cc2)n1/N=C/c1ccc(Br)cc1	111	101	x	106	100	104	103	101
CCOC(=O)C1=C(C)n2nc(CC#N)c(C#N)c2NC1c1cc(Cl)ccc1O (centres undefined)	95	93	x	97	101	100	x	104
CCCCC(CC)CCC(C)OC=O (centres undefined)	102	97	106	96	96	117	102	98
O=C1C(Cl)=C(Nc2ccc(S(=O)(=O)c3ccc(NC4=C(Cl)C(=O)c5ccccc5C4=O)cc3)cc2)C(=O)c2ccccc21	-60*	21	8.6*	19	x	11	5.2*	36
CC(=O)c1c2ccccc2c(Sc2ccccc2)n1C	106	94	83	88	79	94	72	82
CN1CCC(OC(c2ccccc2)c2ccccc2)CC1	107&74	122&96	93&118	78&113	77&104	100&91	101	100&86
O=S(=O)(NCCCNc1nccc(-c2c(-c3ccc(F)cc3)nc3sccn23)n1)c1ccc(C(F)(F)F)cc1	55	47	34	41	57	37	65	73
CCOC(=O)/C(C#N)=C1/C(=O)Nc2ccccc21	134	67	132	138	149	119	111	104
CCOC(=O)/C(=C\c1ccccn1)C(C)=O	114	107	119	107	112	110	107	103
Ic1ncnc2nc[nH]c12	100	105	102	95	96	113	105	100
N#C/C(=C\c1ccc(-c2ccccc2Cl)o1)C(=O)Nc1ncc(Cc2ccc(Cl)cc2)s1	107	97	99	102	62	104	103	116
COc1cc(/C=C/C(=O)c2ccc(-n3cc(CN4CCN(c5cc6c(cc5F)c(=O)c(C(=O)O)cn6C5CC5)CC4)nn3)cc2)ccc1O	65	30	41	68	14	74	-15*	68
c1ccc([C@H]2CN3CCSC3=N2)cc1	x	99	92	98	103	101	110	109
CC1(C)CC[C@]2(C(=O)O)CC[C@]3(C)C(=CCC4[C@@]5(C)C[C@@H](O)[C@@H]6OC(c7ccc(Br)cc7)OC[C@@]6(C)C5CC[C@]43C)C2C1 (some centres undefined)	49	48	36	46	71	83	43	88
CCOC(=O)NC(C(=O)N(C(=O)NC1CCCCC1)C1CCCCC1)C(C)C (centres undefined)	99	95	100	96	100	105	98	98
O=C1[C@H]2Cc3c([nH]c4ccccc34)[C@@H](c3ccc(Br)cc3)N2C(=O)CN1C1CCN(Cc2c(Cl)cccc2Cl)CC1	70	67	51	49	81	77	67	90
O=C(/C(=C\c1ccccc1)c1ccccc1)c1ccccc1	41&98	53	56&91	51&83	59	84&99	59	91&98
OCC1OC(n2ccc3c(SCc4ccccc4)ncnc32)C(O)C1O (centres undefined)	103	75&71	92&100	87	105	103	92&89	100&93
Clc1ccc(OCc2nnc(-c3ccc(N4CCOCC4)cc3)o2)c(Cl)c1	81	83	76	82	84	100	x	83
CN1CCc2c(c3cccc4c3n2Cc2ccccc2O4)C1	67	97	99	91	85	92	98	77
COc1ccc(N(c2nc(-c3ccc([N+](=O)[O-])cc3)cs2)C(C)C)cc1	20	62	55	69	66	89	53	85
COc1ccc(Nc2ncc3c(n2)CCc2cnc(Nc4ccc(OC)c(OC)c4)nc2-3)cc1OC	91	99	96	97	96	98	96	92
CCOC(=O)c1noc2c1CCc1c-2cn(Cc2ccc(OC)cc2)c1-c1ccccc1	46	70	42	64	55	39	58	82
O=C(Cc1ccccc1)NNc1nc(Cl)nc(Cl)n1	105	94	102	97	98	104	108	106
COc1ccc(/C=C/c2nc(Nc3ccc(C(=O)/C=C/N(C)C)cc3)c3ccccc3n2)cc1	89	101	56	90	76	80	95	85
CCc1ccc(C2=NN(c3ccc(S(N)(=O)=O)cc3)C(c3ccc(OC)c(OC)c3)C2)cc1 (centres undefined)	94	95	94	98	94	101	87	101
c1ccc(-c2nc(N3CCOCC3)c3c4c(sc3n2)CCCCC4)nc1	66	80	58	59	60	71	35	61
O=C(O)c1ccc(NC(=S)NC(=O)c2ccc(Cl)c(Cl)c2)cc1	110	97	102	111	94	99	78	90
CC1CC2OC2CC1COC(=O)C1CC2OC2CC1C (centres undefined)	106&98	x	90&105	101&103	86&101	100&108	97&98	86&123
c1ccc(OC[C@@H]2CN(Cc3cn4ccccc4n3)CCO2)cc1	106	104	97	89	99	105	94	101
Cc1cc(C)c2c(=O)[nH][nH]c2n1	119	100	114	104	x	102	110	94
ON1CCN=C1c1ccccc1Cl	114	110	111	121	120	116	102	88
O=C(NCCCl)N(Cc1ccccc1)C(=O)SSCCc1ccccc1	91	60	107	86	105	96	103	120
CCC(=O)Nc1cc(Nc2cc(NC3CC3)n3ncc(C#N)c3n2)ccc1C	1.6*	17	23	40	24	x	x	25
COC(=O)[C@]1(C)CCC[C@]2(C)c3ccc(C(C)C)cc3C(=O)[C@@H](Br)[C@@H]12	78	71	72	60	66	92	81	94
C=C(C)[C@@H]1CC[C@]2(C(=O)N[C@H](CO)Cc3ccccc3)CC[C@]3(C)[C@H](CC[C@@H]4[C@@]5(C)Cc6c([nH]c7ccccc67)C(C)(C)[C@@H]5CC[C@]43C)[C@@H]12	107	23	39	16	x	76	67	42
CN(C)CCN1C(=O)CC(c2ccccc2)Sc2ccccc21 (centres undefined)	145	109	109	58	x	124	87	99
Cc1ccc2nc3nc4ccc[nH]c4cc3c2c1	-58*	99	111	119	18	106	49	76
COc1ccc(C(=O)Nc2ccc(-c3cc(=O)c4c(O)c(OC)c(OC)cc4o3)cc2)cc1	95	84	97	99	94	106	83	89
COc1cc(-c2cc(-c3ccc(Br)cc3)c(C#N)c(N)n2)cc(OC)c1OC	102	98	102	100	101	102	98	96
CSCC[C@@H]1C(=O)N(C)[C@H](C(C)(C)C)N1C(=O)c1ccccc1	105	111	114	116	124	106	117	103
CCCCN(CCCC)C(C)C(O)c1ccc2cc(Br)c3ccccc3c2c1 (centres undefined)	93	87	72	86	66	99	77	80
CCOC(=O)c1c(C)oc2ncnc(Nc3ccc(C(=O)Nc4cccc(Cl)c4)cc3)c12	91	94	87	94	75	106	95	x
COc1cc(OC)c(S(N)(=O)=O)cc1C1=NN(C(C)=O)C(c2ccc(Cl)cc2)C1 (centres undefined)	122	95	98	104	x	105	98	111
COc1cc(C(=O)/C=C/c2c(-c3ccc(F)cc3)nc3sc(C)cn23)cc(OC)c1OC	14	15	7.7*	-39*	x	3.6*	x	79
N#CSCC1CC(O)(c2ccccc2)C(c2ccccc2)C(c2ccc(Cl)cc2)O1 (centres undefined)	-59*	10	-6.8*	-10.0*	-16*	-65*	-4.1*	5.7*
CC(=O)O[C@H]1CC[C@]2(C)[C@H]3CC=C4[C@@H]5[C@H](C)[C@@H](C)CC[C@]5(C(=O)NCCNCCNCCN)CC[C@@]4(C)[C@]3(C)CC[C@H]2C1(C)C	69	62	12	50	-5.5*	83	42	86
Cc1ccc2nc([C@@H](C)c3ccc4c(c3)[nH]c3ccc(Cl)cc34)[nH]c2c1	102	92	85	90	78	102	81	x
C=C1C(=O)O[C@H]2[C@H]1CC/C(COC(=O)OCCCCCO)=C\CC[C@@]1(C)O[C@@H]21	28	20	32	62	25	62	60	102
CC1CC=CCC1C(=O)OC/C=C/COC(=O)C1CC=CCC1C (centres undefined)	90	81	83	86	73	102	76	114
COc1cnc2c(c1)C(=O)c1c-2n(CCCNCC2CC2)c(=O)c2cc(F)ccc12	-38*	-2.0*	x	x	x	10	-39*	-32*
O=C1NC(=O)c2cc(Cl)ccc21	73	84	101	99	106	105	86	106
COc1ccc(C(=O)c2cc(C)c(OC)c(C)c2)c(OC)c1N(C(=O)CCl)C(=O)CCl	3.6*	8.6*	9.8*	13	21	-47*	18	9.4*

Exported with two lines to a compound: five of the compounds above.
Sequence of screens – MDA-MB-468 | CCRF-CEM | K-562 | MOLT-4 | SR | MDA-MB-435 | RPMI-8226 | HOP-62
- COc1cc(C(=O)/C=C/c2c(-c3ccc(F)cc3)nc3sc(C)cn23)cc(OC)c1OC
 : 14 | 15 | 7.7* | -39* | x | 3.6* | x | 79
- N#CSCC1CC(O)(c2ccccc2)C(c2ccccc2)C(c2ccc(Cl)cc2)O1 (centres undefined)
 : -59* | 10 | -6.8* | -10.0* | -16* | -65* | -4.1* | 5.7*
- CC(=O)O[C@H]1CC[C@]2(C)[C@H]3CC=C4[C@@H]5[C@H](C)[C@@H](C)CC[C@]5(C(=O)NCCNCCNCCN)CC[C@@]4(C)[C@]3(C)CC[C@H]2C1(C)C
 : 69 | 62 | 12 | 50 | -5.5* | 83 | 42 | 86
- Cc1ccc2nc([C@@H](C)c3ccc4c(c3)[nH]c3ccc(Cl)cc34)[nH]c2c1
 : 102 | 92 | 85 | 90 | 78 | 102 | 81 | x
- C=C1C(=O)O[C@H]2[C@H]1CC/C(COC(=O)OCCCCCO)=C\CC[C@@]1(C)O[C@@H]21
 : 28 | 20 | 32 | 62 | 25 | 62 | 60 | 102

(list continues)
SMILES	MDA-MB-468	CCRF-CEM	K-562	MOLT-4	SR	MDA-MB-435	RPMI-8226	HOP-62
COc1cc(C(=O)n2nc(NCCCc3ccccc3)c3cc(N)ccc32)cc(OC)c1OC	91	69	89	79	52	99	70	93
COc1cccc(-c2nn(-c3ccccc3)cc2-c2ccnc(NCCNC(=O)c3ccccc3)c2)c1	48	49	38	x	-12*	65	42	61
Oc1ccccc1-c1nn(-c2ccccc2)cc1-c1nc2ccccc2s1	92	88	97	101	82	101	89	94
O=[N+]([O-])c1ccc(N=NNc2ccc([N+](=O)[O-])cc2)cc1	71	89	81	78	93	84	68	109
O=C1CCCc2c1oc1c2CCCC1	99	92	97	88	90	106	103	104
CCOP(=O)(OCC)OC[C@]12CCC(C)(C)C[C@H]1C1=CC[C@@H]3[C@@]4(C)C/C(=C\c5cccnc5)[C@H](OP(=O)(OCC)OCC)C(C)(C)[C@@H]4CC[C@@]3(C)[C@]1(C)CC2	-0.4*	25	9.9*	9.5*	3.4*	31	-10*	37
O=S=NCCCCl	96	x	87	95	94	100	105	106
COc1ccc([N+](=O)[O-])cc1NS(=O)(=O)c1cccc(C(=O)N(C)Cc2ccc(C)cc2)c1	x	94	77	107	100	117	117	86
Cc1c(-c2ccc(Br)cc2)c(=O)oc2cc(O)ccc12	83	62	88	68	93	97	79	83
N#Cc1cccc(NC(=O)c2cc(-c3ccc(F)cc3F)ccc2O)c1	-3.8*	20&27	12&13	6.3*!	27&13	2.7*	-8.4*	21&23
COc1ccc(-n2c(=O)n(-c3nc4ccc(OC)cc4s3)c(=O)c3cccnc32)cc1	119	95	111	108	110	99	92	117
O=C(O)C1C(c2ccccc2)c2ccccc2C(O)C1CO (centres undefined)	117	93	111	104	100	116	x	107
CCOC(=O)c1c2c(cn1Cc1cc(OC)cc(OC)c1)-c1oncc1CC2	108	94	97	97	83	107	98	x

Assay outcomes: PubChem, NCI
